Screening results: PubChem, National Center for Advancing Translational Sciences (NCATS)
RORgamma inh – qHTS for inhibitors of ROR gamma transcriptional activity | Nuclear receptor ROR-gamma (Mus musculus), P51450 | Drosophila S2 Gal4-RORgamma UAS-luciferase reporter, 20 h | Potency, µM (series often up to 53.6 µM), for inactives: top-dose activity change, negative = inhibition, usual class: inhibitors | hit rate 5.4% among 310,000 | AID 2551, 2010; further: potency means the concentration at half of the fitted maximal effect; on the % scale 0 is the no-effect control and ±100 the full control effect; nearly all actives have a fitted effect of over 60% in size
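A Gal4/UAS one-hybrid system in insect cells: metallothionein-promoter Gal4–ROR gamma fusion plus Photinus luciferase reporter. Copper sulfate 700 uM final, 20 hr ambient incubation, luminescent detection after 10 min with reagent.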
KCNH2 3.1 inh – qHTS for Inhibitors of KCHN2 3.1: Mutant qHTS | Potassium voltage-gated channel subfamily H member 2, brain isoform KCNH2 3.1 (human) | U2OS KCNH2 3.1, thallium flux FluxOr; stronger effect = lower value | activity change, % (tested at about 1.8 µM) | hit rate 0.95% among 340,000 | AID 720553, 2013;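 active means maximum activity change below -70%; inconclusive means maximum activity change from -70% to -50%; inactive means maximum activity change above -50%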;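 further: thallium influx rate constant from kinetic fluorescence after stimulation buffer; on the % scale 0 is the no-effect control and ±100 the full control effect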
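We transduce U2OS cells with the mutant 3.1 virus, culture them overnight, load FluxOr with Red40 quencher for 45 min, then add stimulation buffer and read kinetically for 2 min to derive a normalized rate constant.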
Menin MLL FP TR – qHTS Assay for Inhibitors Targeting the Menin-MLL Interaction in MLL Related Leukemias: Competition With Texas Red Labeled MLL-derived Mutant Peptide; Potency, µM (titrated, usually from 61.6 µM), for inactives: at the top dose FP activity change, negative = inhibition, actives largely listed as inhibitors; hit rate 0.23% among 270,000; AID 1768, 2009; Menin + Texas Red MLL mutant peptide, fluorescence polarization; active means well fitted inhibition curve with a large enough effect in the polarisation, with a control signal flat, not every such curve was filed as active; inconclusive means small, poorly fitted or top-dose-only effect, or effect the other way, or a change in a side signal; inactive means no such curve, though single readings can be large or run the other way; the % refers to the polarisation; further: potency means the concentration at half of the fitted maximal effect; % of control where 0% means no effect; many of its hits are not listed in these tables
FLuc counter – qHTS profiling assay for firefly luciferase inhibitor/activator using purifed enzyme and Km concentrations of substrates (counterscreen for miR-21 project) | Luciferin 4-monooxygenase (Photinus pyralis), P08659 | purified FLuc, Km substrates, luminescence inhibition | Potency, µM (highest dose often 57.5 µM), for inactives: at the highest dose activity change, negative = inhibition, hits mostly inhibitors | hit rate 6.9% among 360,000 | AID 588342, 2011;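 further: potency means the concentration at half of the fitted maximal effect; plate controls were vehicle for no effect and reference inhibitor for full effect; nearly all actives have a fitted effect of over 55% in size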
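Purified P. pyralis luciferase (10nM final) with 10uM D-luciferin and 10uM ATP (Km levels) in 50mM Tris acetate pH 7.5, 10mM Mg acetate, 0.01% Tween-20, 0.05% BSA; qHTS 6-point titration, ~60 µM downward; luminescence read.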
NPC1 prom act – qHTS Assay for NPC1 Promoter Activators; Huh7 NPC1 promoter luciferase reporter, 24 h; Potency, µM (highest dose often 9.22 µM), for inactives: top-dose activation, hits mostly activators; hit rate 2.4% among 320,000;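 further: potency means the concentration at half of the fitted maximal effect; % of control where 0% means no effect; nearly all actives have a fitted effect of over 60% in size; reporter is driven by a mutant NPC1 promoter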
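Readout is luciferase luminescence, reflecting NPC1 promoter activation in stably transfected Huh7 cells after 24 h compound exposure at 37 °C in reduced-serum medium with 10% FBS.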
PKM2 activator – qHTS Assay for Activators of Human Muscle isoform 2 Pyruvate Kinase; purified PKM2, Kinase-Glo ATP luminescence, activation; response scale: 0% is enzyme alone, no compound; Potency, µM (highest dose often 57.5 µM), inactives show at the top dose activation, usual class: activators; AID 1631, 2009; hit rate 0.34% among 260,000; Pyruvate kinase PKM (Homo sapiens), P14618; further: potency means the concentration at half of the fitted maximal effect; on the % scale 0 is the no-effect control and ±100 the full control effect; nearly all actives have a fitted effect of over 55% in size
Target sequence (P14618 whole entry, looked up, canonical isoform): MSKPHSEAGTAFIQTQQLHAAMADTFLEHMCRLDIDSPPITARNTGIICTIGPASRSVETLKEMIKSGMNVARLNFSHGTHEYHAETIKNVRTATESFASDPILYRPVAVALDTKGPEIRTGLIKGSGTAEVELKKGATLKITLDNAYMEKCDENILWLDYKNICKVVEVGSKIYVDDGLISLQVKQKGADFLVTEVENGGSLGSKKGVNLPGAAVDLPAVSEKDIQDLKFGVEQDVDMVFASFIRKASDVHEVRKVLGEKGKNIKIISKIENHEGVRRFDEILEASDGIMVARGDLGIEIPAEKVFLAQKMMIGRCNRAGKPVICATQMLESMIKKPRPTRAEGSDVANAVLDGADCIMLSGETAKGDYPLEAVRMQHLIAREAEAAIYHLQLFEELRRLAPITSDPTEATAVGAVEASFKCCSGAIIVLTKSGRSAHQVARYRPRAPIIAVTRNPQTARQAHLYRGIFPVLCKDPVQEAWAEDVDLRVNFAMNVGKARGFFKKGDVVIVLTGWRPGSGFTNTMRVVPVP
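ATP formation by purified human PK-M2, quantified via coupled luciferase luminescence after 1 h at room temperature with 0.1 mM ADP and 0.5 mM PEP final.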
MBNL1-CUG inh – qHTS Assay for Inhibitors of MBNL1-poly(CUG) RNA binding | Muscleblind-like protein 1 (Homo sapiens), Q9NR56 | TR-FRET MBNL1-His/biotin-(CUG)12 binding, 665/545 ratio | Potency, µM (top dose mostly 57.5 µM), for inactives: at the highest dose activity change, negative = inhibition, most hits filed as inhibitors | hit rate 0.036% among 280,000; active means well fitted inhibition curve with a large enough effect in the signal ratio, with a control signal flat, not every such curve was filed as active; inconclusive means small, poorly fitted or top-dose-only effect, or effect the other way, or a change in a side signal; inactive means no such curve, though single readings can be large or run the other way; the % refers to the signal ratio; further: potency means the concentration at half of the fitted maximal effect; on the % scale 0 is the no-effect control and ±100 the full control effect
Target sequence (Q9NR56 whole entry, looked up): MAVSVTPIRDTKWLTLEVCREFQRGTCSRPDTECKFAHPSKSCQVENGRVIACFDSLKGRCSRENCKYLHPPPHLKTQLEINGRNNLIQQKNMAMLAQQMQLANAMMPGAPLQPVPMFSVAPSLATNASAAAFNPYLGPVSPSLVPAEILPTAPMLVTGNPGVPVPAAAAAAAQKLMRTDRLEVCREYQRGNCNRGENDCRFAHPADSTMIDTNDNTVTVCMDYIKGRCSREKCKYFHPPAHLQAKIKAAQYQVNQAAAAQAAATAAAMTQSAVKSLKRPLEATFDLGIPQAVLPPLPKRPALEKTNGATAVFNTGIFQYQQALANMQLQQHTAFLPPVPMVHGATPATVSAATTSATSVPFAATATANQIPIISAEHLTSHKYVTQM
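Ratiometric TR-FRET (665 over 545 nm, excitation 340 nm) tracks disruption of MBNL1-His/biotin-(CUG)12 complex after 60 min at room temperature, with compounds at 92 nM to 58 uM final.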
VP16 counter – VP16 counterscreen qHTS for inhibitors of ROR gamma transcriptional activity | Drosophila S2 Gal4-VP16 UAS-luciferase, luminescence, 20 h | Potency, µM (highest dose often 53.6 µM), inactives show at the top dose activity, negative = inhibition, usual class: inhibitors | hit rate 3.5% among 310,000 | AID 2546, 2010;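 further: Gal4-VP16 expression switched on by copper sulfate through the metallothionein promoter; potency means the concentration at half of the fitted maximal effect; on the % scale 0 is the no-effect control and ±100 the full control effect; nearly all actives have a fitted effect of over 50% in size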
ELG1 repair inh – qHTS screen for small molecules that inhibit ELG1-dependent DNA repair in human embryonic kidney (HEK293T) cells expressing luciferase-tagged ELG1 | HEK293T ELG1-luciferase reporter, luminescence, 16 h; DNA damage induced by 5-fluorouridine | Potency, µM (titrated, usually from 46.1 µM), without a hit: at the top dose activity change, negative = inhibition, usual class: inhibitors | hit rate 2.3% among 330,000 | AID 504467, 2011; further: potency means the concentration at half of the fitted maximal effect; on the % scale 0 is the no-effect control and ±100 the full control effect; nearly all actives have a fitted effect of over 55% in size
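Quantitative HTS, concentration-response format. 2,000 cells/well co-treated with 5-fluorouridine and compound, 16 hr in 5% CO2 at 37 °C; ONE-Glo luminescence read after 30 min.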
Mito fusion act – qHTS Assay for Small Molecule Inhibitors of Mitochondrial Division or Activators of Mitochondrial Fusion. hit rate 0.23% among 320,000. S. cerevisiae fusion-defective mutant growth rescue, CellTiterGlo 48 h. AID 485298, 2010. Potency, µM (series often up to 46.1 µM), for the others: top-dose growth rescue (activation), hits mostly activators;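 further: potency means the concentration at half of the fitted maximal effect; % of control where 0% means no effect; nearly all actives have a fitted effect of over 45% in size; temperature-sensitive fusion mutants such as fzo1-1 at 37 °C on non-fermentable ethanol glycerol medium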
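Temperature-sensitive fusion-defective S. cerevisiae (e.g. fzo1-1, mgm1-5) were grown with compound in YPEG medium (3% ethanol, 3% glycerol) for 48 hours at 37C. Growth rescue was measured as viability by CellTiterGlo luminescence after 10 minutes at ambient.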
Rab9 promoter act – qHTS Assay for Rab9 Promoter Activators; hit rate 2.8% among 320,000; Huh7 Rab9 promoter-luciferase reporter, luminescence, 24 h; Potency, µM (series often up to 9.22 µM), for inactives: at the highest dose activation, negative = inhibition, hits mostly activators; further: potency means the concentration at half of the fitted maximal effect; % of control where 0% means no effect; nearly all actives have a fitted effect of over 60% in size
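Luminescence read-out: Huh7 cells stably expressing Rab9-luciferase, treated 24 h with compound at 37 °C, then lysed with luciferase reagent for 10 min at ambient before reading.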
Starred values were filed as active, the others as inactive; ? = inconclusive; / = no result given; & = joins results of further samples; [ ] = another dose, or the depositor's remark. Unless noted, the call rests on the fitted dose curve; in most records, active means well fitted curve in the direction sought with a large enough effect; inconclusive means small, poorly fitted or top-dose-only effect, or another doubt; inactive means no such curve, though single readings can be large; an effect the other way counts as inactive or inconclusive. This is a subset (hit frequency here may not be typical).

SMILES	RORgamma inh	KCNH2 3.1 inh	Menin MLL FP TR	FLuc counter	NPC1 prom act	PKM2 activator	MBNL1-CUG inh	VP16 counter	ELG1 repair inh	Mito fusion act	Rab9 promoter act
Cc1ccn2c(C(=O)CSc3ccc(Cl)cc3)c(C)nc2c1	5%	-9	-2%	-2%	-2%	1%	-6%	-8%	?	10%	-3%
CCOc1ccc(NC(=O)Cn2c(=O)oc3ccccc32)cc1	3%	3	/	-2%	8%	-3%	-15%	-7%	23%	20%	16%
COc1ccc(C(=O)OCC(=O)NCC2CCCO2)cc1 (stereo unspecified)	-9%	1	-7%	-1%	1%	0%	/	24%	5%	-6%	8%
Cc1ccc(Cn2c(SC3CCOC3=O)nc3ccccc3c2=O)cc1 (stereo unspecified)	-4%[10 µM]	-38	-6%	-1%	-2%	-5%	/	-10%	10%	9%	-4%
Cc1cccc(C)c1NC(=O)C1CCCN1S(=O)(=O)c1ccc(-c2ccc(=O)[nH]n2)s1 (stereo unspecified)	-12%	27	18%	-1%	-2%	/	?	5%	11%	-6%	-2%
Cc1nnc(SCC(=O)NNC(=O)c2ccc(Cl)cc2)s1	-41%	5	-6%	-1%	-5%	-1%	0%	-9%	0%	-1%	0%
COc1ccc(NC(=S)NCc2cccs2)c(OC)c1	?	-2	6%	2%	0%	8%	/	?	0%	-1%	-6%
CN1CCN(NC(=O)c2ccccc2F)CC1	16%	-1	-15%	-1%	0%	1%	-4%	1%	9%	-3%	10%
CCc1cn(S(=O)(=O)c2ccccc2OC)nc1N	11%	-13	-7%	-17%	0%	0%	-4%	-15%	?	1%	11%
CCOC(=O)c1ccc(N=c2sc(C(=O)OC)cc(=O)n2CCCN2CCOCC2)cc1	?	5&-1	0%	1%&-2%	-4%&0%	18%&7%	7%&-3%	-21%&-8%	?	0%&-1%	0%&-7%
COC(=O)c1ccccc1NC(=O)N1CCN(c2ccccc2F)CC1	-2%	/	-14%	-5%	6%	-6%	-1%	?	?	11%	-2%
CN(C)c1ccc(/C=N/NC(=O)c2ccccc2O)o1	-24%	-2	-23%	21µM*	-3%	?	5%	2%	?	-2%	5%
c1ccc(Oc2nc(N3CCOCC3)nc(N3CCOCC3)n2)cc1	-23%	-5	-2%	1%	-5%	-6%	0%	3%	?	-2%	1%
Nc1nc(SCC(=O)NCC2CCCO2)[nH]c(=O)c1NC(=O)c1ccco1 (stereo unspecified)	-6%	-4	-8%	0%	-2%	7%	0%	-2%	-3%	11%	-1%
CCNC(=S)Nc1cc(C)ccn1	2.5µM*	5	4%	?	0%	-13%	-4%	5.6µM*	?	-16%	1%
O=[N+]([O-])c1ccc(Nc2ccccn2)c([N+](=O)[O-])c1	-3%	-3	?	-1%	1%	-5%	?	3%	5%	-6%	-6%
CN(Cc1ccccc1)S(=O)(=O)c1ccc(Cl)c(C(=O)N2CCC2)c1	/	-33	/	7%	2%	/	/	/	-4%	7%	-4%
CC(C)(C)/C(O)=C/c1nc2ccccc2[nH]c1=O	-2%	2	-17%	0%	-1%	6%	7%	-12%	9%	9%	1%
N#Cc1cnc(N)c(Br)c1	-2%	5	10%	-1%	6%	0%	1%	-9%	?	0%	19%
CCCc1[nH]nc2c1C(c1ccc(OCCN3CCOCC3)c(OC)c1)C(C#N)=C(N)O2 (stereo unspecified)	-38%	-21	-3%	-1%	?	0%	-7%	4%	?	-2%	?
COc1ccc(CNS(=O)(=O)c2ccc(OC)cc2)cc1	16%	-3	0%	4%	1%	0%	-1%	14%	2%	1%	-2%
CCOC(=O)C(Cc1ccccc1)(Cc1ccccc1)C(C)=O	15%	8	6%	-2%	1%	/	2%	-15%	-4%	-13%	-6%
Cc1ccc(S(=O)(=O)N2CCC(C(=O)Nc3ncccc3O)CC2)cc1	/	16	/	-2%	1%	/	/	/	6%	-4%	0%
O=C(COC(=O)c1ccc(Br)cc1)Nc1ccccc1Br	5%	-12	-20%	0%	-3%	4%	-1%	-7%	-2%	-7%	4%
COc1ccc(C(=O)Nc2cc3c4c(c2)CC(=O)N4CCC3)c(OC)c1	/	-6	/	15µM*	?	/	/	/	?	1%	?
Cc1nn(CC(=O)Nc2ccc(S(N)(=O)=O)cc2)c(=O)c2ccccc12	-29%	-2	30%	-1%	1%	/	24%	-2%	16%	-6%	-8%
NC(=O)NC(=O)COC(=O)c1ccc(Cl)c(S(=O)(=O)N(Cc2ccccc2)c2ccc(Cl)cc2)c1	-15%	8	15%	6%	2%	2%	-10%	?	-9%	?	-2%
COc1ccc(C2=CSC(/N=C/c3ccc(F)cc3)=NN2)cc1	-43%	5	?	?	-6%	-2%	-8%	2%	0%	-8%	-12%
O=C1[C@@H]2[C@@H]3C[C@@H]([C@H]4ON=C(c5ccc(OCc6ccccc6)cc5)[C@@H]34)[C@@H]2C(=O)N1c1ccc2c(c1)OCO2	1%	20	-4%	-4%	-3%	-12%	-4%	-14%	-16%	-5%	-12%
Cn1c(SCC(=O)N2CCN(S(=O)(=O)c3ccc(Cl)cc3)CC2)nc2ccccc21	-20%	1	-7%	-1%	-1%	-6%	-1%	1%	?	1%	1%
CC(=O)Nc1ccc(NC(=O)c2cccc(-c3cc4ccccc4oc3=O)c2)cc1	?	1	12%	?	?	-1%	/	-7%	?	2%	3.2µM*
Cc1ccc(OCCCC(=O)N2CCN(S(=O)(=O)c3cccc(F)c3)CC2)cc1	/	10	/	1%	-4%	/	/	/	-14%	5%	2%
O=C(OCC(=O)N(C1CCCCC1)C1CCCCC1)c1ccncc1	-2%	12	-10%	0%	0%	-5%	-1%	-1%	-4%	2%	3%
Cc1ccc(C(c2nnnn2Cc2ccccc2)N2CCN(Cc3ccccc3)CC2)cc1 (stereo unspecified)	5%	?	-2%	-2%	-7%	8%	4%	-8%	-16%	8%	-2%
COc1cccc(OCc2cc(/C=N/NC(=O)c3nc(Cl)c(Cl)c(N)c3Cl)ccc2OC)c1	4%	-3	-23%	-11%	11%	-1%	6%	-1%	?	3%	-6%
NC(=O)CC(NC(=O)Cc1ccc(Br)cc1)c1ccc(N2CCN(c3ccc(F)cc3)CC2)c([N+](=O)[O-])c1 (stereo unspecified)	10%	-5	/	0%	-2%	1%	4%	-21%	-20%	-6%	-8%
Cc1c(CN2CCCCC2)c(O)n(CCCO)c(=O)c1C#N	2%	-5	-1%	3%	-4%	-10%	8%	-17%	-1%	-3%	-24%
CCCc1cc(=O)oc2cc(OCC(=O)NCCCN3CCCC3=O)ccc12	4%	11	/	2%	-2%	/	-1%	-5%	18%	0%	3%
COc1cc(CNC(C)(C)CO)ccc1OCC(=O)NC(C)(C)C	11%	9	-3%	2%	-3%	2%	0%	-3%	-9%	0%	1%
CCCc1cc(=O)n2[nH]c(C)c(-c3ccc(Cl)cc3)c2n1	?	8	14%	-2%	-2%	-3%	-15%	?	-21%	5%	6%
O=C(CSc1ccc([N+](=O)[O-])cn1)Nc1cc(C(F)(F)F)ccc1N1CCOCC1	?	-13	/	3%	1%	17%	?	?	1%	9%	-3%
CN(C)CCC(=O)c1ccc2c(c1)OCO2	2.2µM*	0	1%	1%	2%	-1%	-1%	6.3µM*	-11%	0%	-3%
Cn1cnc2c1c(=O)n(Cc1c(Cl)cccc1Cl)c(=O)n2C	-30%	6	-13%	-2%	1%	13%	1%	-1%	-5%	2%	1%
COc1ccc(-c2[nH]ncc2/C=C(/C#N)C(=O)NC2CCCCCC2)cc1	1%	22	1%	-1%	-11%	-1%	9%	?	18µM*	26%	-6%
CC(=O)N=Cc1c(C)c(C#N)c(=O)n(C)c1O	31%	15	-5%	-18%	-3%	-1%	-15%	-11%	18%	-3%	6%
O=C(CN1CCN(Cc2ccccc2F)C1=O)NCCN1CCOCC1	-32%	2	-2%[11.7 µM]	0%	0%	0%	-5%	-7%	5%	0%	-3%
